# Screens: PubChem BioAssay, Sanford-Burnham Center for Chemical Genomics
# APOBEC3G inh: inhibitors of human APOBEC3G DNA deaminase; Q9HC16; recombinant A3G, ssDNA deamination FAM/TAMRA fluorescence; inhibition, % at 20 µM; 330,000 tested, 0.28% active;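 active = inhibition of at least 40% at 20 µM, with no more than 30% in the related APOBEC3A deaminase screen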;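 note: plate controls were DMSO wells with A3G for no effect and wells lacking A3G enzyme for full effect; some compounds called inactive have numbers as strong as hits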
# MPTP block: inhibitors of mitochondrial permeability transition pore; isolated mouse mitochondria, Ca2+ swelling absorbance, 30 min; inhibition, % at 10 µM; 360,000 tested, 1.4% active; AID 602449;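 active = inhibition of 50% or more, scaled per plate between neutral and stimulator controls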;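 note: 0% = DMSO wells given calcium and 100% = 1 mM EGTA wells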
# hIAP inh: human IAP inhibition. purified IAP, CDP-Star luminescence, 30 min. inhibition, % at 10 µM. 330,000 tested, 0.12% active. AID 2544;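 active = inhibition reaching a set limit with compound at 10 µM in the primary screen, cut at about 35% in these data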;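 note: plate controls were DMSO wells with enzyme for no effect and no-enzyme buffer wells for full effect; values of inactives mirror those of a sister screen read the other way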
# Target sequence (P09923 whole entry, looked up): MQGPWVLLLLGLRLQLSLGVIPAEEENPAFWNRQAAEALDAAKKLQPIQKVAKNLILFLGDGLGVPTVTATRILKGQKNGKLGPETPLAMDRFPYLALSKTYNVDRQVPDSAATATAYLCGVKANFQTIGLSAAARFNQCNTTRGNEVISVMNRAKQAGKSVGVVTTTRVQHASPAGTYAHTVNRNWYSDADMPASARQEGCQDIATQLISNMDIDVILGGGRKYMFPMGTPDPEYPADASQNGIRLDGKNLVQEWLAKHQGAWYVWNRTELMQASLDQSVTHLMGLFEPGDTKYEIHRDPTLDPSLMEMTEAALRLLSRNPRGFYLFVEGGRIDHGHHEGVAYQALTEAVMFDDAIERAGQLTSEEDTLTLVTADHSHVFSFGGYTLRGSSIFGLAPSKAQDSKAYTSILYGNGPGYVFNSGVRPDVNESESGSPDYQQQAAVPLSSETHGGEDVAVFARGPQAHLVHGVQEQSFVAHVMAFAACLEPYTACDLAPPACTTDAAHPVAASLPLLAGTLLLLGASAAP
# hIAP activ: human IAP activation. P09923. purified human IAP, CDP-Star luminescence, 30 min; stronger effect = higher value; 1 = vehicle-only enzyme, 0 = enzyme-free background. activation factor at 10 µM. 330,000 tested, 0.16% active. AID 2524;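 active = activation factor of the enzyme at least 2-fold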; note: the source names both 10 and 20 µM as test concentration; values of inactives mirror those of a sister screen read the other way
# mIAP block: mouse IAP inhibition | purified mouse IAP, CDP-Star luminescence, 30 min | inhibition, % at 10 µM | 330,000 tested, 0.2% active | AID 2806;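 active = inhibition of at least 40% at 10 µM in the primary screen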;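 note: plate controls were DMSO with enzyme for no effect and no enzyme wells for full effect; values of inactives mirror those of a sister screen read the other way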
# mIAP act: mouse IAP activation | muIAP, CDP-Star luminescence, 30 min; stronger effect = higher value; 1 = vehicle-only enzyme signal, 0 = enzyme-free wells | activation factor at 10 µM | 330,000 tested, 0.24% active | AID 2805;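 active = activation factor of at least 2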; note: the source names both 10 and 20 µM as test concentration; values of inactives mirror those of a sister screen read the other way
#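 System: Mouse IAP enzyme | Also added: CDP-Star substrate | Dosing: Compounds dispensed in DMSO | Schedule: 30 min enzyme-substrate-compound incubation at room temperature | Technique: Chemiluminescence readout | Control set: DMSO-only wells and no-enzyme negative control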
# MIN6 prolif: inducers of beta-cell replication in MIN6 cells; 330,000 tested, 0.29% active; proliferation, % at 10 µM; MIN6 cells proliferation, ATPlite luminescence, 48 h; cells starved in 0.2% serum; 100% = growth in 10% serum; AID 2380;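 active = compounds whose signal lies at least 3.5 SD above the mean of all wells on their plate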;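 note: 0% = DMSO-treated cells in low-serum medium and 100% = 10% serum control; some compounds called inactive have numbers as strong as hits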
# NR3A LBD binder: modulators (binders) of human NR3A ligand-binding domain; Tm shift relative to glycine control, % at 25 µM; 340,000 tested, 2.5% active; NR3A LBD differential scanning fluorimetry, Tm shift; 0% = protein alone, 100% = glycine-bound protein;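 active = melting temperature shift of at least 10% of the positive control shift, at one fixed dose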
# APOBEC3A inh: blocks human APOBEC3A ssDNA deamination | recombinant A3A, FAM/TAMRA ssDNA deamination fluorescence | P31941 | 330,000 tested, 0.41% active | inhibition, % at 20 µM | AID 493011;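 active = at least 40% inhibition at 20 µM here, with at most 30% in a related deaminase screen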;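 note: plate controls were A3A with DMSO for no effect and wells lacking A3A enzyme for full effect; some results filed as inactive read as strong as hits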
# Target sequence (P31941 whole entry, looked up): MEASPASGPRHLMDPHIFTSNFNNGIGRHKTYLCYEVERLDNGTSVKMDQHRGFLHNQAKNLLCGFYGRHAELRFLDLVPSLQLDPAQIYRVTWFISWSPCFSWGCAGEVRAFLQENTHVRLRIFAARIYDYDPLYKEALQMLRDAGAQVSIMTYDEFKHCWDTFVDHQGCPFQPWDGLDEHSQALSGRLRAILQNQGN
# * = called active by the depositor; . = no result given. No enrichment for hits; any-hit rate near 5%.
Compound	APOBEC3G inh	MPTP block	hIAP inh	hIAP activ	mIAP block	mIAP act	MIN6 prolif	NR3A LBD binder	APOBEC3A inh
Cn1c(=O)c2[nH]c(SCc3ccccn3)nc2n(C)c1=S	-7	.	-5	1.1	-2	1	-3	.	-4
O=C(CC12CC3CC(CC(C3)C1)C2)NCc1ccc(F)cc1	-9	0.3	14	0.86	4	0.96	-1	-1	-3
Cc1cc(C)cc(NC(=O)[C@@H](NC(=O)c2ccco2)C(C)C)c1	-4	-0.3	4	0.96	-7	1.1	5	0	-1
FC(F)C(F)(F)C1=CC(c2ccccc2)=NCCN1	-6	0.8	-1	1	1	0.99	0	-4	1
CCn1c(CNc2ccc(Cl)cc2)nnc1SCC#N	-5	0.4	12	0.88	-3	1	-3	0	-4
Cn1cc(C(CC(=O)O)C(=O)O)c2ccccc21 (stereo unspecified)	3	-0.1	-4	1	1	0.99	-2	-1	6
Cc1ccc(NC(=S)c2nc3ccccc3[nH]2)c(C)c1	-5	-0.1	-42	1.4	2	0.98	-6	-6	0
COC(=O)Nc1ccc(C)c2nsnc12	0	1.8	20	0.8	4	0.96	1	2	2
COc1ccc(/C=N/NC(=O)c2cccnc2)cc1CSc1nc2ccccc2s1	6	0.9	-1	1	10	0.9	-4	-6	3
COc1cc(C(=O)N2CCN(Cc3ccc4c(c3)OCO4)CC2)c([N+](=O)[O-])cc1OC	-16	0.3	-27	1.3	2	0.98	-2	-1	-5
CC(O)CNCCCOc1cccc(C(F)(F)F)c1 (stereo unspecified)	-7	-0.6	-16	1.2	-14	1.1	-2	1	-3
COc1ccc(C(=O)c2ccc(N(C)C)cc2)c2ccccc12	1	1.3	14	0.86	8	0.92	-4	-2	2
CCC/C=C1/CCCOC(C(=O)NCc2ccccn2)(C(F)(F)F)C1 (stereo unspecified)	-10	1.0	8	0.92	2	0.98	0	-4	-4
Cc1nn(C)cc1/C=N/NC(=O)Cn1nccc1C	-2	-0.9	13	0.87	-6	1.1	0	-7	1
COc1ccc(OC)c(/C=N/NC(=O)CSc2cc(C)nc3c(OC)cccc23)c1	-3	-1.2	8	0.92	-12	1.1	10*	9	0
COc1ccc(-c2cc(C(=O)OCC(=O)c3cccc([N+](=O)[O-])c3)c3cc(C)ccc3n2)cc1	0	2.2	-8	1.1	6	0.94	-3	-4	-4
COc1ccc(S(=O)(=O)NCC2CCCO2)cc1NC(=O)c1ccccc1F (stereo unspecified)	-5	-1.8	-18	1.2	-2	1	-2	1	-4
Cc1cc(NC(=O)C(C)SCC(=O)Nc2cc(C(F)(F)F)ccc2N2CCOCC2)no1 (stereo unspecified)	7	-0.6	-8	1.1	-7	1.1	-3	-2	3
Cc1ccc(S(=O)(=O)Nc2cccc(-c3ccc(N4CCCCCC4)nn3)c2)c(C)c1	-6	-0.6	-15	1.1	5	0.95	-6	5	-5
C/C(=C\c1ccccc1)CN1CCN(c2ccccc2)CC1	-3	15	-6	1.1	4	0.96	-3	1	-9
CN1CCN(c2cc(N3CCc4ccccc4C3)c(F)cc2[N+](=O)[O-])CC1	-9	-1.0	20	0.8	22	0.78	-3	-1	-7
Cc1nc(/C=[N+](\[O-])C(C)(C)/C=N/O)n(O)c1C	-7	-1.7	-19	1.2	6	0.94	-4	0	-4
C#CCNC(=O)C1=C[C@@H](c2coc3ccccc3c2=O)C[C@@H](OCc2ccc(CO)cc2)O1	-11	-0.2	11	0.89	-9	1.1	-1	-2	-6
COc1ccc(C2Nc3ccccc3C(=O)N2c2ccccc2)cc1Cn1cc([N+](=O)[O-])cn1 (stereo unspecified)	-5	2.1	-15	1.1	-1	1	0	-5	2
O=C(CSc1nnc(CN2CCCCC2)n1-c1ccccc1)c1ccc2c(c1)OCO2	-4	0.0	8	0.92	-5	1.1	-2	-7	1

# Further records follow.
Compound	APOBEC3G inh	MPTP block	hIAP inh	hIAP activ	mIAP block	mIAP act	MIN6 prolif	NR3A LBD binder	APOBEC3A inh
O=c1[nH]c2cc3c(cc2cc1CN(Cc1ccco1)C(=S)NCC1CCCO1)OCCO3 (stereo unspecified)	-4	-2.4	8	0.92	3	0.97	-1	1	3
C=CCOc1c(Br)cc(/C=N/NC(N)=O)cc1OC	-3	-1.1	2	0.98	-6	1.1	2	-6	0
Cc1occc1-c1nnc(SCC(=O)N(C)c2ccccc2)o1	-6	-1.2	6	0.94	7	0.93	0	0	-2
CCOC(=O)N1CCN(C(=O)c2cccc(S(=O)(=O)Nc3ccc(OC)cc3)c2)CC1	-5	-0.4	-13	1.1	-4	1	-3	-1	0
COC(=O)CNS(=O)(=O)c1ccc(OC)cc1	-5	-0.1	4	0.96	-2	1	0	-1	-2
CC(CNC(=O)c1ccc(OC2CCN(Cc3ccccn3)CC2)cc1)Oc1cccnc1 (stereo unspecified)	-5	0.0	7	0.93	-2	1	3	3	-5
NC(=O)c1ccc(NC(=O)COC(=O)C2(c3cccc(F)c3)CCCC2)cc1	-8	-1.2	-5	1.1	-12	1.1	-2	-5	1
COc1cc(NC(=O)c2ccc3c(=O)n(Cc4ccco4)c(=S)[nH]c3c2)cc(OC)c1OC	-4	4.6	5	0.95	8	0.92	1	7	-2
CC1CC(C)CN(S(=O)(=O)c2ccc(C(=O)NCc3ccco3)cc2)C1 (stereo unspecified)	-11	-1.5	-4	1	4	0.96	0	2	-1
CCOC(=O)c1c(-c2ccc(C)cc2C)csc1NC(=O)CSc1nnnn1C	-3	7.5	12	0.88	-1	1	-4	4	-4
C[C@H](CO)N1C[C@H](C)[C@@H](CN(C)S(=O)(=O)c2ccccc2)Oc2c(NC(=O)Nc3ccccc3)cccc2C1=O	-3	-1.4	-15	1.2	-14	1.1	0	1	-2
COc1ccc(NC(=O)CSc2ncnc3c2nnn3-c2ccc(F)cc2)c(OC)c1	1	34	1	0.99	-3	1	0	1	2
COc1ccc(NC(=O)CSCC(=O)Nc2ccc(C)c(S(=O)(=O)N3CCCCCC3)c2)cc1	-8	-0.6	0	0.99	-14	1.1	-1	-5	-2
COC(=O)c1ccc2c(C)c(C(C)(C)O)[nH]c2c1	-9	0.6	-3	1	6	0.94	-1	1	0
O=C(N/N=C\c1ccccc1)c1sccc1-n1cccc1	-6	-2.2	10	0.9	12	0.88	-2	-3	1
CCSc1nc(-c2ccco2)ccc1C#N	-2	-0.6	-4	1	14	0.86	-1	-5	1
O=C(/C(=N/N=C/c1ccc(O)c(O)c1)c1ccccc1)c1ccccc1	-7	47	24	0.77	16	0.84	0	21*	-5
CC1C/C(=N\NC(=O)c2cccnc2)CC(C)(C)C1 (stereo unspecified)	-4	-0.1	-8	1.1	7	0.93	0	0	5
O=C(CNC(=O)c1ccc(Br)o1)NCc1ccc(Cl)cc1Cl	-7	-1.2	-2	1	-1	1	-2	1	-5
COc1ccc(CN2C[C@H]3CCCN3c3cc(Br)ccc3S2(=O)=O)cc1	3	-0.5	.	.	-8	1.1	.	18*	3
COc1cc(S(C)=O)ccc1-c1nc2ncccc2[nH]1 (stereo unspecified)	-5	-1.2	12	0.88	8	0.93	2	0	-3
O=C(CN(Cc1ccc2c(c1)OCO2)C(=O)CSc1nc2ccccc2o1)NC1CCCCC1	-3	1.3	4	0.95	-60	1.6	-2	1	-3
O=C(O)c1ccc2c(c1)C(=O)N(c1ccc([N+](=O)[O-])cn1)C2=O	-1	-0.5	-3	1	-8	1.1	0	-2	-2
CCOc1ccc(Nc2ccc(C(=O)O)cc2[N+](=O)[O-])cc1	-3	0.6	4	0.96	10	0.9	1	2	2
CC1CN(S(=O)(=O)c2ccccc2)C(C)N1C(=O)N1CCOCC1 (stereo unspecified)	-6	-1.0	9	0.91	-4	1	1	-2	-1

# Entries above that contain a furan ring, fused or not:
Compound	APOBEC3G inh	MPTP block	hIAP inh	hIAP activ	mIAP block	mIAP act	MIN6 prolif	NR3A LBD binder	APOBEC3A inh
Cc1cc(C)cc(NC(=O)[C@@H](NC(=O)c2ccco2)C(C)C)c1	-4	-0.3	4	0.96	-7	1.1	5	0	-1
O=c1[nH]c2cc3c(cc2cc1CN(Cc1ccco1)C(=S)NCC1CCCO1)OCCO3 (stereo unspecified)	-4	-2.4	8	0.92	3	0.97	-1	1	3
Cc1occc1-c1nnc(SCC(=O)N(C)c2ccccc2)o1	-6	-1.2	6	0.94	7	0.93	0	0	-2
COc1cc(NC(=O)c2ccc3c(=O)n(Cc4ccco4)c(=S)[nH]c3c2)cc(OC)c1OC	-4	4.6	5	0.95	8	0.92	1	7	-2
CC1CC(C)CN(S(=O)(=O)c2ccc(C(=O)NCc3ccco3)cc2)C1 (stereo unspecified)	-11	-1.5	-4	1	4	0.96	0	2	-1
CCSc1nc(-c2ccco2)ccc1C#N	-2	-0.6	-4	1	14	0.86	-1	-5	1
O=C(CNC(=O)c1ccc(Br)o1)NCc1ccc(Cl)cc1Cl	-7	-1.2	-2	1	-1	1	-2	1	-5

# The list continues:
Compound	APOBEC3G inh	MPTP block	hIAP inh	hIAP activ	mIAP block	mIAP act	MIN6 prolif	NR3A LBD binder	APOBEC3A inh
O=C(Cc1cccs1)N(c1ccc(Br)cc1)C1C=CS(=O)(=O)C1 (stereo unspecified)	-1	-1.7	3	0.97	8	0.92	2	0	8
CCOC(=O)C1(CCCc2ccccc2)CCN(C(=O)Cc2nonc2C)CC1	1	0.0	-2	1	-5	1	1	1	2
CC1CC1C(=O)OCC(=O)NC(=O)NCc1ccco1 (stereo unspecified)	1	-2.2	13	0.87	-8	1.1	2	0	2
O=C(NCCN1CCOCC1)c1c[nH]c2ccc(S(=O)(=O)N3CCOCC3)cc2c1=O	4	-1.2	6	0.94	14	0.86	-2	-1	-2
Cc1cc(C(=O)N/N=C/c2ccc(-c3ccc([N+](=O)[O-])cc3Cl)o2)n[nH]1	-7	-2.1	-28	1.3	16	0.84	-1	5	-5
O=C(CCNS(=O)(=O)c1ccc(Br)cc1)NC1CCCCC1	-4	-1.0	-13	1.1	-5	1.1	-2	-2	-2
FC(F)(F)c1ccc(C2[C@H]3CN(Cc4cccnc4)[C@H](c4ccccc4)C34CC2(c2ccccc2)C4)cc1 (stereo partly specified)	-1	-0.7	14	0.86	2	0.98	-9	-7	0
Cn1c(=O)[nH]c(=O)c2c1nc(N1CCNCC1)n2CCOc1ccccc1	-7	-3.0	-1	1	8	0.92	0	0	-16
CCn1ccnc1CN(C)C(=O)c1cc(COc2ccc(Cl)cc2OC)on1	-3	0.1	7	0.93	1	0.99	-4	2	2
Cc1cccc(OCc2nnc(SC(C)C(=O)O)n2Cc2ccccc2)c1 (stereo unspecified)	-7	0.9	-11	1.1	-2	1	-1	1	-2
CC1CCCN(S(=O)(=O)c2ccc(-c3ccc(=O)[nH]n3)o2)C1 (stereo unspecified)	-4	1.8	2	0.98	-4	1	-2	-3	-1
Cn1cc(/C=C(\NC(=O)c2ccccc2)C(=O)NCCCN2CCOCC2)c2ccccc21	-1	1.9	-30	1.3	1	0.99	2	-3	-2
